TTR transcr act = increases transthyretin transcription; SH-SY5Y TTR promoter Gaussia luciferase, luminescence; 100% = recombinant luciferase protein wells; activation, % at 16.7 µM; 1.3% of 92,000 active;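 active = activation above the mean of all tested compounds plus 3 SD, cut at about 9.5% in these data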;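 also: cells exposed to compounds for one day before reading; 0% = median of all test compound wells on the plate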
Starred values were filed as active, the others as inactive.

Start of the listing, in advance (2 entries):
TTR transcr act | molecule
3.1 | CCOCCCN(C(=O)Cn1nnc(-c2ccc(OC)c(OC)c2)n1)C(C(=O)NCC1CCCO1)c1ccc(F)cc1 (stereo not drawn)
-1.2 | O=C(CN(c1cccc(Cl)c1)S(=O)(=O)c1ccccc1)NN=C1CCCC1

Results, repeating the preview:
TTR transcr act | molecule
3.1 | CCOCCCN(C(=O)Cn1nnc(-c2ccc(OC)c(OC)c2)n1)C(C(=O)NCC1CCCO1)c1ccc(F)cc1 (stereo not drawn)
-1.2 | O=C(CN(c1cccc(Cl)c1)S(=O)(=O)c1ccccc1)NN=C1CCCC1
0.4 | Cc1nn(C)c(C)c1S(=O)(=O)N1CCCC(C(=O)NC2CCCCC2)C1 (stereo not drawn)
0.3 | O=C(Nc1ccc2nc3n(c(=O)c2c1)CCCCC3)C(=O)N1CCN(c2ccc(F)cc2)CC1
1.9 | C[C@H](NC(=O)N1CCn2c1nc1ccccc12)C(=O)NCCc1ccccc1
0.0 | O=C(CNC(=O)c1ccc(Br)o1)NCC(=O)OCc1ccccc1
0.7 | Cc1nnc(SCC(=O)Nc2nccs2)n1C(C)C
0.1 | CCC(C)[C@H]1CNCCN1CCC12CC3CC(CC(C3)C1)C2 (stereo partly drawn)
1.3 | Cc1ccc(OCc2ccc(C(=O)NN)o2)c([N+](=O)[O-])c1
-1.7 | COc1ccc(C2NCCC3(O)CCCCC23)c(OC)c1OC (stereo not drawn)
2.6 | CCc1nn(C(C)C(=O)N2CCN(c3ccc(OC)cc3)CC2)c(=O)c2cc3occc3n12 (stereo not drawn)
-2.7 | COc1cc2ccccc2cc1C(=O)Nc1ccc(C)cc1
1.6 | O=C(c1ccc(CSc2nc3ccncc3[nH]2)cc1)N1CCCCC1
-0.3 | c1ccc(CSc2ccc(-c3ccco3)nn2)cc1
6.2 | COc1ccccc1NC1=NC(CO)(CO)CS1
-1.6 | Cc1ccccc1/[N+]([O-])=C/c1cccs1
0.5 | O=C(CN1CCN(Cc2ccc3c(c2)OCO3)CC1)NCC(F)(F)F
-4.5 | CCC(C)(C)c1ccc(OCCCC[n+]2ccccc2)c(C(C)(C)CC)c1
3.3 | O=c1[nH]c(=S)[nH]c2c1C(c1ccccc1)OC(C1CCCCC1)C2 (stereo not drawn)
1.7 | COc1ccc(C2=Nc3nc(-c4ccccc4)cn3C(c3ccc(OC)cc3)C2)cc1 (stereo not drawn)
-1.2 | O=S1(=O)CCC(=Nc2ccc(Cl)cc2)c2ccsc21
-0.2 | CC(C)(C)S(=O)N1Cc2cc(CO)cc(-c3ccccc3)c2[C@@H]1CCO (stereo partly drawn)
-2.2 | COc1ccc2nc(SCC(=O)Nc3ccccc3OC)[nH]c2c1
0.9 | CCCc1nnc(NC(=O)CCC(=O)N2CCN(CCn3c(C)ccc3C)CC2)s1
-1.3 | O=C(Nc1ccc(O)cc1C(=O)O)c1cccs1
0.4 | Cc1cc(C(N)=O)nn1-c1c(Cl)cc(Cl)cc1Cl
-0.9 | COc1ccc(C2CC(c3c(-c4ccccc4)c4cc(Cl)ccc4[nH]c3=O)=NN2C(=O)CCC(=O)O)cc1 (stereo not drawn)
-0.5 | Cc1ccc(-c2noc(CN3CCCCC3)n2)cc1
-0.4 | CCOC(=O)[C@@]12CCCC=C1N(CCc1ccc(Cl)cc1)C(=O)[C@H]2CC(=O)NCc1ccc(C)o1
-1.0 | O=C(O)c1cccc(Cn2c(Cl)c(/C=N/NC(=O)c3ccccc3Cl)sc2=O)c1
-3.3 | CCN(CC)C(=O)CC(c1ccc(F)cc1)c1ccco1 (stereo not drawn)
-1.4 | O=C1NN(c2ccccc2)C(=O)C1=Cc1ccccc1O
-0.4 | CC(=O)Oc1ccc(N2C(=O)C3C4C=CC(CC4)C3C2=O)cc1[N+](=O)[O-] (stereo not drawn)
1.5 | Cc1cccc(Cn2cnc3c(sc4nc(C)cc(C)c43)c2=O)c1
-0.8 | O=c1[nH]c2cc([N+](=O)[O-])ccc2c2cc(Br)ccc12
4.3 | CN(C)c1ccc(C(=S)N2CCCCC2)cc1
-0.1 | CC(=O)C1=C(C)NC2=C(C(=O)c3ccccc32)C1c1ccccc1 (stereo not drawn)
0.2 | CCSc1nnc(NC(=O)[C@@H](NC(=O)c2cccc(C)c2)C(C)C)s1
-0.1 | COc1cccc(CNC(=O)[C@@H]2CCCN2C(=O)[C@H]2CCCCN2C(=O)c2cccc(Cl)c2)c1
1.2 | CC[C@@]1(C(=O)OC)N[C@H](CN(C)C(=O)c2ccccc2)[C@@H]2C(=O)N(Cc3ccccc3)C(=O)[C@@H]21
1.9 | CC12CCC(C(=O)N3CCN(Cc4ccccc4)CC3)(OC1=O)C2(C)C (stereo not drawn)
-2.3 | CN1CCN(C2=Cc3ccc(Cl)cc3Sc3ccc(F)cc32)CC1
-0.9 | O=C(CN1C(=O)NC2(CCCC2)C1=O)NC(c1ccccc1)c1ccccc1
4.0 | O=C(NCc1ccco1)c1cnccn1
0.5 | O=C1CCC[C@H]2C[C@H](NCc3cccs3)CC[C@]23CCCN13
-1.5 | Cc1ccc2c(c1)[C@H]1[C@H](CO2)[C@H](c2ccccc2)[C@]2(C)C(=O)Nc3ccc(Br)cc3C(=O)N12
-1.1 | COc1ccc(-n2cc(-c3ccccc3)nc2SC)cc1
-0.9 | Cc1cc(C)cc(Oc2coc3cc(OC(=O)c4cccnc4)ccc3c2=O)c1
-0.7 | O=C(N/N=C/c1cc2c(cc1Br)OCO2)c1ccccn1
-0.7 | Cc1ccc2c(c1)-c1cc(C)nn1C(c1sccc1C)N2 (stereo not drawn)

Additional compounds
TTR transcr act | molecule
-0.9 | COc1ccccc1/C=C1\SC(=O)N(CCC(=O)NCCCn2ccnc2)C1=O
1.2 | CC1CN(CCCCOc2ccc3ccccc3c2)CC(C)O1 (stereo not drawn)
-1.7 | N/C(=C\C(=O)c1cc(Cl)ccc1O)C(Cl)(Cl)Cl
-1.2 | CCc1c(C)c(C#N)c2nc3ccccc3n2c1NCc1ccccn1
1.0 | N#C/C(=N\O)c1nc2ccccc2[nH]1
-0.1 | Cc1ccc(NC(=O)C2CC3CCC2C3)c(C)c1 (stereo not drawn)
-0.1 | COc1ccc(NC(=O)c2ccc(CN(c3cc(Cl)ccc3C)S(=O)(=O)c3ccccc3)cc2)cc1OC
-1.1 | COC(=O)C1=C(C)NC(=O)CC1c1cccc(Cl)c1Cl (stereo not drawn)
0.7 | CC(=O)N1c2ccc(S(=O)(=O)N3CCC(C(=O)NC4CCCC(C)C4C)CC3)cc2CC1C (stereo not drawn)
0.3 | CN(Cc1cccs1)C(=O)CCc1ccc(S(=O)(=O)N2CCOCC2)cc1
0.0 | CCN1C(=O)[C@H]2[C@@H](c3ccccc3)N[C@]3(CCCN(Cc4ccccc4)C3=O)[C@H]2C1=O
1.7 | CCCCCn1c(NCc2ccco2)nc2ccccc21
-2.3 | Clc1ccc(-c2csc(N/N=C\c3cccnc3)n2)cc1
-1.5 | COCCCn1c(SCC(=O)Nc2ccc(C(=O)OC)cc2)nc2ccccc2c1=O
-0.2 | CCc1noc(C)c1C(=O)OC(C)C(=O)Nc1ccc2c(c1)OCO2 (stereo not drawn)
-1.2 | CCN(C[C@H]1N[C@@](CC)(C(=O)OC)[C@H]2C(=O)N(Cc3ccccc3)C(=O)[C@@H]12)C(=O)COC
-0.3 | O=C(NN=Cc1cc(=O)[nH]c(=O)[nH]1)c1ccncc1
2.5 | Cc1nn(-c2ccccc2)c(C)c1NS(=O)(=O)c1ccccc1
-3.6 | CCN1CCS/C1=C\C=C\C1=[N+](CC)CCS1
-0.7 | O=c1cc(S(=O)(=O)Cc2ccccc2)[nH]c(=O)[nH]1
-1.8 | CCN(CC(=O)NCc1cccs1)C(=O)C1CC(=O)N(c2ccc(OC)cc2OC)C1 (stereo not drawn)
-1.1 | Cc1cc(C)c(NC(=O)CSc2nc3[nH]ncc3c(=O)[nH]2)c(C)c1
0.4 | Fc1ccccc1-c1cc2ccccc2cn1
-1.4 | Cc1cc([N+](=O)[O-])ccc1NCc1ccc2c(c1)OCCO2
-1.9 | CCOc1ccc(OCc2nnc(SCC(=O)NC3CCS(=O)(=O)C3)n2-c2ccc(Cl)cc2)cc1 (stereo not drawn)

Structural class, the compounds so far containing bromine.
TTR transcr act | molecule
0.0 | O=C(CNC(=O)c1ccc(Br)o1)NCC(=O)OCc1ccccc1
-0.8 | O=c1[nH]c2cc([N+](=O)[O-])ccc2c2cc(Br)ccc12
-1.5 | Cc1ccc2c(c1)[C@H]1[C@H](CO2)[C@H](c2ccccc2)[C@]2(C)C(=O)Nc3ccc(Br)cc3C(=O)N12
-0.7 | O=C(N/N=C/c1cc2c(cc1Br)OCO2)c1ccccn1

(next part)
TTR transcr act | molecule
0.1 | CSc1nc(N)c2c(n1)OC(N)=C(C#N)C2c1cccnc1 (stereo not drawn)
-0.6 | C=CCN1C(=O)c2ccc(C(=O)OCC(=O)N(CC)C3CCS(=O)(=O)C3)cc2C1=O (stereo not drawn)
1.1 | CC(C)OC(=O)C(=O)NNc1ccccc1
3.8 | CC1=C(C(=O)N2CCOCC2)CC(CC(=O)NCc2cccc3ccccc23)C(=O)N1CCC1=CCCCC1 (stereo not drawn)
0.2 | COC(=O)NNC(=O)c1ccc(C)cc1
-1.4 | O=C(/C=C/c1ccc(Br)cc1)N1CCN(c2cccc(C(F)(F)F)c2)CC1
2.0 | O=S(=O)(c1ccc(Cl)cc1)N1CCSC1c1ccco1 (stereo not drawn)
-1.1 | COc1cc(OCC(=O)NC(C)C)cc2c1C(=O)O[C@@H](C)CCCC(=O)CCCCC2
-0.7 | CCCCn1c(N)c(N(C)C(=O)c2cccc(-n3cnnn3)c2)c(=O)[nH]c1=O
-1.3 | O=C(CN(C(=O)c1csnn1)c1ccc(Cl)cc1)NC1CCCC1
0.7 | O=C(CN1C(=O)NC(CCc2ccccc2)C1=O)N1CCCCCC1 (stereo not drawn)
0.4 | CCCc1nc2ccccc2n1CCOC
-0.9 | Cc1nn(Cc2ccccc2Cl)c2sc(C(=O)Nc3ccccc3N3CCOCC3)cc12
-2.5 | CC1CCC(NC(=O)C2CCC(CNS(=O)(=O)c3cccc4nsnc34)CC2)CC1 (stereo not drawn)
-1.6 | Cc1cccc(OCCNC(=O)c2ncn[nH]2)c1
4.1 | COc1ccc(-c2noc(CCC(=O)N(C)c3cccc(C)c3)n2)cc1
-0.7 | CN1CCN(CCNC(=O)Nc2ccc([N+](=O)[O-])cc2)CC1
-0.2 | CN(CC(=O)Nc1ccc(N2CCOCC2)cc1)Cc1c(O)ccc2ccccc12
1.6 | CCC(NC(=O)C1CCC1)c1ccc(C)cc1 (stereo not drawn)
2.3 | CCC(=O)N1CCN(c2ccnc3cc(Cl)ccc23)CC1
-0.6 | O=C(CSc1nnc(Cc2ccccc2)o1)NCCc1ccccc1
-0.9 | O=C(Nc1ccccc1)NC1CCCc2ccccc21 (stereo not drawn)
2.1 | O=C(Nc1nnc(-c2ccc(Cl)cc2)o1)C1CCCCC1
2.8 | S=c1[nH]nc(Cc2noc3ccccc23)n1-c1ccc(Cl)cc1
-0.7 | CCCC(=O)Nc1ccc(S(=O)(=O)Nc2cc(OC)nc(OC)n2)cc1

Sorted by the number under TTR transcr act (high to low): 5 from the list above.
molecule	TTR transcr act
S=c1[nH]nc(Cc2noc3ccccc23)n1-c1ccc(Cl)cc1	2.8
O=S(=O)(c1ccc(Cl)cc1)N1CCSC1c1ccco1 (stereo not drawn)	2.0
COc1ccc(NC(=O)c2ccc(CN(c3cc(Cl)ccc3C)S(=O)(=O)c3ccccc3)cc2)cc1OC	-0.1
O=c1cc(S(=O)(=O)Cc2ccccc2)[nH]c(=O)[nH]1	-0.7
O=C1NN(c2ccccc2)C(=O)C1=Cc1ccccc1O	-1.4

(listing goes on)
TTR transcr act | molecule
-0.9 | Cc1c(C(c2cccc(O)c2)c2c(C)n(C)n(-c3ccccc3)c2=O)c(=O)n(-c2ccccc2)n1C
1.2 | COC(=O)[C@H](CCSC)NC(=O)c1cccnc1SC
-1.9 | COc1cc(CN2CCc3ccccc3C2)cc([N+](=O)[O-])c1O
2.2 | O=C(CSc1nnc(C2CC2)n1-c1ccccc1)NCCc1ccc(F)cc1
-0.2 | CCCn1nc(C(=O)Oc2ccc3c(C)cc(=O)oc3c2)c2ccccc2c1=O
0.6 | CCOc1ccc(S(=O)(=O)Nc2ccc(C(=O)NCc3ccncc3)cc2)cc1
-0.4 | COc1ccc2oc(=O)c(/C(C)=N/NC(=O)c3ccncc3)cc2c1
-0.8 | O=C(CN1C(=O)NC2(CCc3ccccc32)C1=O)Nc1cccc(F)c1 (stereo not drawn)
-0.2 | COc1ccc(OCCCC(=O)Nc2ccc(N3CCOCC3)cc2)cc1
1.4 | O=C(Nc1cccc(C(=O)N2CCN(c3cccc(Cl)c3)CC2)c1)c1ccccc1
5.0 | O=C(Nc1nnc(C2=COCCO2)o1)c1ccc(S(=O)(=O)N2CCCC2)cc1
-2.2 | O=C(Nc1ccc(COc2ccccc2)cc1)c1cccc([N+](=O)[O-])c1
0.4 | COc1ccc(Cl)cc1CSc1ncn[nH]1
0.0 | COC(=O)[C@]12C[C@H](CC(=O)NCc3cccc4ccccc34)C(=O)N(Cc3ccc4c(c3)OCO4)C1=C[C@H](C(C)C)O[C@@H]2C1CC1
-0.7 | CCCc1nc(N2CCN(S(=O)(=O)c3ccc(Cl)cc3)CC2)c2c(C)c(C)sc2n1
-0.8 | O=C(c1ccc2ccccc2c1)C1CCCN(S(=O)(=O)c2cccnc2)C1 (stereo not drawn)
2.0 | O=C(CCC(=O)c1ccccc1)NCc1ccccc1
-0.2 | COC(=O)NCC(c1ccc2c(c1)OCO2)N1CCN(c2ccc(OC)cc2)CC1 (stereo not drawn)
-2.2 | COc1ccc(NC(=O)CCCCCN2C(=O)[C@@H]3Cc4ccccc4CN3C2=O)cc1Cl

Source: PubChem BioAssay (The Scripps Research Institute Molecular Screening Center)

This is a subset; the hit share may differ from the screen's.
